Compound activity as filed in PubChem.
KCNH2 3.1 inh = blocks the human KCNH2 3.1 channel isoform. U2OS KCNH2 3.1, thallium flux FluxOr; active compounds read low. 0.95% of 340,000 active. activity change, % (tested at about 1.8 µM);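 active = maximum activity change below -70%; inconclusive = maximum activity change from -70% to -50%; inactive = maximum activity change above -50%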;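 note: thallium influx rate constant from kinetic fluorescence after stimulation buffer; % is set by controls: 0 for no effect and ±100 for the full control effect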
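U2OS cells transduced with KCNH2 3.1 mutant virus (1.77 x 10^8 /mL, 4 h), plated overnight at 37 C, loaded 45 min with FluxOr dye plus Red40 quencher. Thallium flux rate constant from kinetic reads after stimulation buffer, normalised to controls.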
Rab9 promoter act = activators of Rab9 promoter; 2.8% of 320,000 active; Huh7 Rab9 promoter-luciferase reporter, luminescence, 24 h; AID 485297; Potency, µM (highest dose often 9.22 µM), for inactives: at the highest dose activation, negative = inhibition, usual class: activators; note: potency is the fitted concentration of half-maximal effect; % of control where 0% means no effect; nearly all actives have a fitted effect of over 60% in size
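Luminescence read-out: Huh7 cells stably expressing Rab9-luciferase, treated 24 h with compound at 37 °C, then lysed with luciferase reagent for 10 min at ambient before reading.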
Gal4-VP16 FLuc = counter-screen for ROR gamma inhibitors: Gal4-VP16 reporter; Potency, µM (titrated, usually from 53.6 µM), for inactives: at the top dose activity, negative = inhibition, hits mostly inhibitors; AID 2546; 3.5% of 310,000 active; Drosophila S2 Gal4-VP16 UAS-luciferase, luminescence, 20 h;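 note: Gal4-VP16 expression switched on by copper sulfate through the metallothionein promoter; potency is the fitted concentration of half-maximal effect; % is set by controls: 0 for no effect and ±100 for the full control effect; nearly all actives have a fitted effect of over 50% in size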
ELG1 repair inh = ELG1-dependent DNA repair inhibition | Potency, µM (titrated, usually from 46.1 µM), for inactives: at the top dose activity change, negative = inhibition, most hits filed as inhibitors | 2.3% of 330,000 active | HEK293T ELG1-luciferase reporter, luminescence, 16 h; DNA damage induced by 5-fluorouridine; note: potency is the fitted concentration of half-maximal effect; % is set by controls: 0 for no effect and ±100 for the full control effect; nearly all actives have a fitted effect of over 55% in size
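Step one: seed 2,000 cells per well. Step two: pin-transfer compound or DMSO alongside 5-fluorouridine. Step three: incubate 16 hr, 37 °C, 5% CO2. Step four: add ONE-Glo, wait 30 min, read luminescence.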
MBNL1-CUG inh = inhibitors of human MBNL1 binding to CUG repeat RNA; Q9NR56; TR-FRET MBNL1-His/biotin-(CUG)12 binding, 665/545 ratio; Potency, µM (highest dose often 57.5 µM), without a hit: at the highest dose activity change, negative = inhibition, actives largely listed as inhibitors; 0.036% of 280,000 active; active = well fitted inhibition curve with a large enough effect in the signal ratio, with a control signal flat, not every such curve was filed as active; inconclusive = small, poorly fitted or top-dose-only effect, or effect the other way, or a change in a side signal; inactive = no such curve, though single readings can be large or run the other way; the % refers to the signal ratio; note: potency is the fitted concentration of half-maximal effect; % is set by controls: 0 for no effect and ±100 for the full control effect
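Compounds (final 92 nM to 58 uM) are added to His-tagged MBNL1 and biotin-(CUG)12, then terbium anti-His antibody and streptavidin-XL665 (5 nM final). After 60 min at room temperature, the 665/545 nm ratio is read.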
Mito fusion act = blocks mitochondrial division or promotes mitochondrial fusion. S. cerevisiae fusion-defective mutant growth rescue, CellTiterGlo 48 h. Potency, µM (top dose mostly 46.1 µM), for the others: at the top dose growth rescue (activation), most hits filed as activators. AID 485298. 0.23% of 320,000 active;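 note: potency is the fitted concentration of half-maximal effect; % of control where 0% means no effect; nearly all actives have a fitted effect of over 45% in size; temperature-sensitive fusion mutants such as fzo1-1 at 37 °C on non-fermentable ethanol glycerol medium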
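Yeast fusion mutant, YPEG (non-fermentable carbon), compound, 48 h at 37C non-permissive; CellTiterGlo added, 10 min RT, luminescence read. Rescued growth = division inhibition.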
PKM2 act = PKM2 (human) enzyme activation | 0.34% of 260,000 active | Potency, µM (series often up to 57.5 µM), for the others: at the top dose activation, hits mostly activators | purified PKM2, Kinase-Glo ATP luminescence, activation; response scale: 0% is enzyme alone, no compound; note: potency is the fitted concentration of half-maximal effect; % is set by controls: 0 for no effect and ±100 for the full control effect; nearly all actives have a fitted effect of over 55% in size
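Purified hPK-M2 (>95%) run at intermediate activity with 0.1 mM ADP and 0.5 mM PEP in 50 mM imidazole pH 7.2, KCl, MgCl2; 1 h room temperature. ATP formed read by Kinase-Glo luminescence; normalized to uninhibited and no-enzyme controls.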
RORgamma inh = ROR gamma (mouse) transcription inhibition; Drosophila S2 Gal4-RORgamma UAS-luciferase reporter, 20 h; Potency, µM (series often up to 53.6 µM), inactives show at the top dose activity change, negative = inhibition, usual class: inhibitors; 5.4% of 310,000 active; AID 2551; note: potency is the fitted concentration of half-maximal effect; % is set by controls: 0 for no effect and ±100 for the full control effect; nearly all actives have a fitted effect of over 60% in size
Target sequence (P51450 whole entry, looked up, the tested form may be a part): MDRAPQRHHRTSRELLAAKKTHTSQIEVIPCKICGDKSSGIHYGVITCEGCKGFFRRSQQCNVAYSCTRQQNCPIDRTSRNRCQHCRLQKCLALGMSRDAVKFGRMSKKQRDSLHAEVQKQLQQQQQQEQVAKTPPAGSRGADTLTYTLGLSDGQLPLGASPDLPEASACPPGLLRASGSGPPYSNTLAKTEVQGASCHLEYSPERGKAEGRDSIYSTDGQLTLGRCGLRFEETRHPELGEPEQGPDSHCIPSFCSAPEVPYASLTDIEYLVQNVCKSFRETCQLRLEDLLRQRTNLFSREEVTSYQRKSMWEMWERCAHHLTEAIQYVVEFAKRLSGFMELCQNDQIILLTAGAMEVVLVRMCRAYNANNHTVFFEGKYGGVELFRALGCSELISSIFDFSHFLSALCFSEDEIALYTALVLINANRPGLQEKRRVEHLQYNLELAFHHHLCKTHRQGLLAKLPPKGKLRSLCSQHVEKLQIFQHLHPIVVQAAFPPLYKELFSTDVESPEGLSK
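A Gal4/UAS one-hybrid system in insect cells: metallothionein-promoter Gal4–ROR gamma fusion plus Photinus luciferase reporter. Copper sulfate 700 uM final, 20 hr ambient incubation, luminescent detection after 10 min with reagent.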
NPC1 prom act = activators of NPC1 promoter; Huh7 NPC1 promoter luciferase reporter, 24 h; Potency, µM (titrated, usually from 9.22 µM), for inactives: at the top dose activation, hits mostly activators; 2.4% of 320,000 active; AID 485313;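 note: potency is the fitted concentration of half-maximal effect; % of control where 0% means no effect; nearly all actives have a fitted effect of over 60% in size; reporter is driven by a mutant NPC1 promoter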
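Readout is luciferase luminescence, reflecting NPC1 promoter activation in stably transfected Huh7 cells after 24 h compound exposure at 37 °C in reduced-serum medium with 10% FBS.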
Menin MLL FP TR = displaces Texas Red mutant MLL peptide from human menin; Menin + Texas Red MLL mutant peptide, fluorescence polarization; Potency, µM (titrated, usually from 61.6 µM), for the others: at the top dose FP activity change, negative = inhibition, usual class: inhibitors; AID 1768; O00255; 0.23% of 270,000 active; active = well fitted inhibition curve with a large enough effect in the polarisation, with a control signal flat, not every such curve was filed as active; inconclusive = small, poorly fitted or top-dose-only effect, or effect the other way, or a change in a side signal; inactive = no such curve, though single readings can be large or run the other way; the % refers to the polarisation; note: potency is the fitted concentration of half-maximal effect; % of control where 0% means no effect; many of its hits are not listed in these tables
FLuc modulator = counter-screen for miR-21 project: firefly luciferase inhibitors or activators. P08659. 6.9% of 360,000 active. Potency, µM (titrated, usually from 57.5 µM), without a hit: top-dose activity change, negative = inhibition, hits mostly inhibitors. purified FLuc, Km substrates, luminescence inhibition;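 note: potency is the fitted concentration of half-maximal effect; plate controls were vehicle for no effect and reference inhibitor for full effect; nearly all actives have a fitted effect of over 55% in size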
Target sequence (P08659 whole entry, looked up): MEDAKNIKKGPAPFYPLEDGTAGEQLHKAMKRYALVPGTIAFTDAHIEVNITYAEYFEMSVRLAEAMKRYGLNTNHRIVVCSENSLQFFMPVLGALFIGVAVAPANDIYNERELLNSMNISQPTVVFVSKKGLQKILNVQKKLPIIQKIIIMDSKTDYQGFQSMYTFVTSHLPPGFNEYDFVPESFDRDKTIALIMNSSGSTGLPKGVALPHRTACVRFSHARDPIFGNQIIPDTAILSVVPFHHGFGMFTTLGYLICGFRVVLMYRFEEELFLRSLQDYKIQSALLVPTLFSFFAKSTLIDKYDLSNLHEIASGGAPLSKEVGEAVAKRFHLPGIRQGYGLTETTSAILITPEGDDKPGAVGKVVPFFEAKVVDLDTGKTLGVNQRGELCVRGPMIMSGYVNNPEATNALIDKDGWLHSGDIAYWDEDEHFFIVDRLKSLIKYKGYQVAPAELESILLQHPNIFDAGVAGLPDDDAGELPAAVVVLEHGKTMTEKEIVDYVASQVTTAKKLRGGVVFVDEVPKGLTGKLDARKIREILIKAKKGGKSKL
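Biochemical qHTS of compounds, final roughly 60 µM downward over six points, against 10 nM purified firefly luciferase using Km concentrations of substrates (10 uM D-luciferin, 10 uM ATP) in Tris acetate pH 7.5 buffer; luminescence output.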
The depositor's hits bear a star; ? = inconclusive; . = not tested or not shown; [ ] = dose if it differs, or a comment. Unless noted, calls come from the whole dose curve; as a rule, active = well fitted curve in the direction sought with a large enough effect; inconclusive = small, poorly fitted or top-dose-only effect, or another doubt; inactive = no such curve, though single readings can be large; an effect the other way counts as inactive or inconclusive. These rows are one share of the data; rates above refer to the full screens.

Each structure is followed by: RORgamma inh | FLuc modulator | Gal4-VP16 FLuc | KCNH2 3.1 inh | Rab9 promoter act | ELG1 repair inh | Mito fusion act | Menin MLL FP TR | NPC1 prom act | MBNL1-CUG inh | PKM2 act
O=C(Nc1ccncc1)c1ccc(NS(=O)(=O)c2ccc3[nH]c(=O)[nH]c3c2)cc1
 : 29% | 2% | -3% | -12 | -5% | -4% | -1% | . | -2% | 9% | 6%
CCN1CCN(C(=O)C(C)Nc2ccc(OC)cc2OC)CC1 (stereo not given)
 : -14% | -4% | 9% | 8 | 1% | 1% | -1% | -14% | -1% | 8% | -4%
COc1ccccc1/C=N/NC(=O)c1ccc(Cn2nc([N+](=O)[O-])cc2C)cc1
 : -14% | -21% | -1% | -15 | -2% | 1% | 0% | 7% | 7% | ? | -9%
Cc1ccc(SCCC(=O)Nc2cccnc2)cc1
 : ? | 0% | 4% | 1 | -1% | -8% | 2% | -9% | -4% | -6% | 0%
COc1ccc(CCNS(=O)(=O)c2cn(C)nc2C)cc1OC
 : 15% | -3% | -6% | 7 | 7% | -7% | 2% | . | -4% | 2% | -5%
Cc1ccc(C)c(NC(=S)NNC(=O)c2csc(C(C)C)c2)c1
 : ? | ? | -2% | 30 | 20% | 9% | ? | 5% | 24% | 2% | 14%
CCNc1nc(OC)nc(Oc2ccc(=O)n(-c3ccccc3)n2)n1
 : 0% | -1% | -5% | -3 | -1% | -2% | -1% | 22% | -2% | 27% | -8%
COC(=O)c1cc(C(=O)NCC2CCCCC2)cc([N+](=O)[O-])c1
 : 40% | -2% | 8% | 3 | -8% | -6% | 4% | -6% | 2% | ? | -5%
Cc1ccc(-c2nn(Cc3ccccc3)cc2/C=C/C(=O)O)cc1C
 : 40% | 3% | 13% | 2 | -2% | -16% | 1% | 3% | -3% | 7% | 0%
O=C(Cn1c2ccc(F)cc2c2nc3n(c(=O)c21)CCS3)Nc1ccccc1F
 : 0% | -1% | 6% | . | 12% | ? | 8% | -21% | -14% | . | 2%
O=C(Nc1nnc(-c2ccncc2)o1)c1ccc(Br)s1
 : 0.89µM* | ? | 1.1µM* | 0 | -6% | 8.2µM* | -2% | 0% | -2% | 81%[activator] | 2%
O=C(/C=C1\SC(=O)NC1=O)Nc1ccc(F)cc1
 : 5% | ? | 16% | -4 | -7% | 8% | -6% | 38%[activator] | 2% | 7% | -1%
CC1(C)CC(=O)C2=C(C1)N(Cc1ccco1)C(=O)C2(NC(=O)C1CCCCC1)C(F)(F)F (stereo not given)
 : -6% | -2% | -28% | 11 | -3% | ? | 14% | -16% | -1% | 7% | 18%
COC(=O)C(Cc1c[nH]c2ccccc12)NC(=O)C1CC1 (stereo not given)
 : -23% | -1% | 1% | -9 | -2% | 7% | -2% | -2% | -2% | 15% | 1%
FC(F)(F)c1cc(Cl)c2nnc(C(F)(F)Cl)n2c1
 : 1% | -3% | -1% | 10 | -7% | 11% | -1% | -8% | -3% | -3% | -2%
Cc1ccc2[nH]c3c(=O)n(CCN4CCNCC4)cnc3c2c1
 : 11% | 1% | -5% | 4 | -7% | 10% | -3% | 2% | 0% | -6% | -2%
Cc1ccc(Cn2c(N3CCN(CCO)CC3)nc3c2c(=O)n(C)c(=O)n3C)cc1
 : 14% | 5% | 3% | -12 | 2% | 2% | 1% | -3% | 2% | -14% | -1%[11.5 µM]
Cc1nn(C)c(C)c1/C=N/NC(=O)c1csc2ccccc12
 : -15% | 17µM* | 7% | -3 | 26% | ? | -6% | -13% | -2% | -2% | 0%
O=C(COC(=O)c1ccccn1)NC(=O)c1ccccc1
 : . | 0% | . | -9 | 10% | 26% | -1% | . | 0% | . | .
COc1ccc(Cl)cc1NC(=O)/C=C/C(=O)O
 : 5% | 8% | -3% | -3 | 0% | -17% | -4% | . | -4% | . | 6%

An excerpt from above in order of their number in NPC1 prom act, rising:
compound	Rab9 promoter act	Mito fusion act	Menin MLL FP TR	NPC1 prom act	MBNL1-CUG inh
COc1ccc(Cl)cc1NC(=O)/C=C/C(=O)O	0%	-4%	.	-4%	.
COC(=O)C(Cc1c[nH]c2ccccc12)NC(=O)C1CC1 (stereo not given)	-2%	-2%	-2%	-2%	15%
Cc1ccc2[nH]c3c(=O)n(CCN4CCNCC4)cnc3c2c1	-7%	-3%	2%	0%	-6%

Later entries:
Each structure is followed by: RORgamma inh | FLuc modulator | Gal4-VP16 FLuc | KCNH2 3.1 inh | Rab9 promoter act | ELG1 repair inh | Mito fusion act | Menin MLL FP TR | NPC1 prom act | MBNL1-CUG inh | PKM2 act
O=C(COC(=O)c1ccccc1NC(=O)c1ccco1)NCC1CCCCC1
 : 31% | -2% | 22% | -4 | 1% | -3% | 2% | -4% | 1% | -1% | 0%
Cc1ccc(C(=O)Nc2nc3n(n2)C(c2ccccc2)CC(=O)N3)cc1 (stereo not given)
 : 5% | 6% | 7% | -2 | -5% | -1% | -1% | . | 4% | 0% | 2%
CCCCCNC(=O)c1cn(CC)c2cc(N3CCN(C)CC3)c(F)cc2c1=O
 : 5% | 2% | -11% | -4 | -2% | 0% | 0% | -25% | -2% | -6% | .
Cc1cc(Cl)c(OCCOCCN2CCN(C)CC2)c(Br)c1
 : 27%[1.91 µM] | 4% | 11% | 0 | 0% | -6% | -13% | -21% | 0% | -6% | 1%
CCOc1ccc(S(=O)(=O)Nc2ccc(C(=O)NNC(=O)c3ccncc3)cc2)cc1
 : . | 0% | . | 10 | -1% | ? | -5% | . | -5% | . | .
Cc1nc(SCc2ccccc2C)n[nH]1
 : 43% | -3% | 5% | 1 | -1% | ? | 6% | -1% | -3% | 6% | 2%
O=C(Cc1ccc(Cl)cc1)Nc1ccc(S(=O)(=O)Nc2ncccn2)cc1
 : 6% | -2% | 4% | 4 | 3% | -4% | 5% | 12% | -7% | -11% | -4%
CN(C)n1cnc2ccsc2c1=O
 : 0% | 0% | 2%[10 µM] | 18 | 8% | 5% | -2% | 0% | -5% | -8% | -2%
O=C(CN1CCN(Cc2ccc(Cl)cc2)C1=O)NCCCN1CCOCC1
 : -9% | 1% | -1% | 2 | 9% | 10% | 3% | 0% | -2% | 4% | 1%
CN(C)/C(=N\OC(=O)c1ccccc1)c1nonc1N
 : -9% | -1% | -10% | -1 | -5% | 3% | 1% | -17% | 2% | . | 1%
COC(=O)C(Cc1ccccc1)NC(=S)NC(=O)c1ccccc1 (stereo not given)
 : 3.2µM* | -2% | ? | 0 | -3% | -21% | -4% | 2% | -5% | -3% | -4%
O=C(c1ccco1)N1CCN(C(=O)c2ccc(CS(=O)c3ccc(F)cc3)o2)CC1 (stereo not given)
 : 1% | 4% | -4% | 6 | 25% | 11% | 6% | -18% | 7% | -4% | -4%
COc1ccc(-n2ncc3c(N4CCCCC4)ncnc32)cc1
 : 5µM* | 0.17µM* | 2µM* | -1 | ? | ? | 0% | 8% | -17% | -2% | -32%
COc1ccc(OC)c(/C=C/C(=O)N(C)CC(=O)Nc2ccc(N3CCOCC3)cc2)c1
 : . | ? | . | 14 | -2% | -28% | -2% | . | 3% | . | .
O=C(N/N=C/c1ccc2c(c1)OCO2)c1ccc(NC(=O)c2ccc(F)cc2)cc1
 : 10µM* | -6% | 0% | -9 | 8% | -8% | -11% | 111%[activator] | 0% | -1% | 3%
COC(=O)NCC(c1cccnc1)N1CCN(c2ccccc2OC)CC1 (stereo not given)
 : -3% | 4% | -9% | 7 | 0% | -7% | 0% | ? | -5% | -2% | -3%
O=C(CSC1=Nc2ccccc2C2=NC(Cc3c[nH]c4ccccc34)C(=O)N12)NC1CCCCC1 (stereo not given)
 : 2% | 1% | -3% | -11 | 3%[1.84 µM] | 8% | -2% | 2% | 2% | 5% | 4%
Cc1nc(C(=O)NCCC(C)C)sc1C1(C)CC(c2ccccc2)=NO1 (stereo not given)
 : -5% | 0% | 1% | 4 | -13% | 13µM* | -20% | . | 2% | -3% | -16%
COCCNC(=O)CCCn1c(=O)c2ccccc2n(CC(=O)NCCC2=CCCCC2)c1=O
 : 4% | 0% | -2% | -1 | 2% | 2% | -1% | 0% | 1% | 1% | -1%
